Source: PubChem (National Center for Advancing Translational Sciences (NCATS))
PI5P4Ka inh: qHTS for Inhibitors of phosphatidylinositol 5-phosphate 4-kinase (PI5P4K) | PI5P4Kalpha enzyme, ADP-Glo luminescence, 60 min; stronger effect = lower value | max response, % | 330,000 tested, 1.2% active | AID 652105, 2013; active = max response of -50% or lower; inconclusive = between -30% and -50%; inactive = -30% or higher; note: value at the top dose of about 77 µM; % is set by controls: 0 for no effect and ±100 for the full control effect
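Quantitative HTS of the MLSMR library against PI5P4Kalpha with substrate. ATP added last at 5 microM final; room temperature, 60 minutes. Remaining ATP depleted, ADP converted and read as luminescence.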
EPAC1 agonist: qHTS for Agonist of cAMP-regulated guanine nucleotide exchange factor 3 (EPAC1): primary screen; Rap guanine nucleotide exchange factor 3 (Homo sapiens), O95398; EPAC1 agonist qHTS, biochemical assay; response scale: 100% = response to 6.5 mM cAMP; Potency, µM (titrated, usually from 154 µM), without a hit: top-dose activation, hits mostly activators; 360,000 tested, 0.073% active; note: potency is the fitted concentration of half-maximal effect; nearly all actives have a fitted effect of over 60% in size
Target sequence (O95398 whole entry, looked up): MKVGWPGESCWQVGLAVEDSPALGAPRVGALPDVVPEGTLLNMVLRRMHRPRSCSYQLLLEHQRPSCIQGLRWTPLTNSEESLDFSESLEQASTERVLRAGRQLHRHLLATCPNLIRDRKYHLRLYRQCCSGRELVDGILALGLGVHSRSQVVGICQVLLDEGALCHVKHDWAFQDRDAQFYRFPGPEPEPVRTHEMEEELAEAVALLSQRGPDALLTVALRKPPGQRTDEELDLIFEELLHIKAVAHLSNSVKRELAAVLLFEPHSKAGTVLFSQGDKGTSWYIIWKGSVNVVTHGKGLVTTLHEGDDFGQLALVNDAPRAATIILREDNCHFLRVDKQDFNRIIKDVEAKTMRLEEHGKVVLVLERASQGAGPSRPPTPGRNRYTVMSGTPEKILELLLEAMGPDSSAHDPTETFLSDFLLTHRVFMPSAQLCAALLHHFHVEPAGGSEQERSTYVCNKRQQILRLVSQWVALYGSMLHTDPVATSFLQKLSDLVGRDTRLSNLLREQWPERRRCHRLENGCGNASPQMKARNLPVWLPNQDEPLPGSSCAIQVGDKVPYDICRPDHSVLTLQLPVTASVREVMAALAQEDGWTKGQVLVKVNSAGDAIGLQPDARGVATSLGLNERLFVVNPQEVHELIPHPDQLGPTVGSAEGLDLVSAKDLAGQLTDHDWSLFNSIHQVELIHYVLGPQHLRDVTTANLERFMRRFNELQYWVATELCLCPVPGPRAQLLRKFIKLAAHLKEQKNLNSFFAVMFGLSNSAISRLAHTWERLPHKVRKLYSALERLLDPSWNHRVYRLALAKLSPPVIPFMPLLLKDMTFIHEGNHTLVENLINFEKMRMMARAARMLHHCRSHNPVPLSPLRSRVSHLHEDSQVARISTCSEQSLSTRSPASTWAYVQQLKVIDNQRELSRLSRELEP
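Fluorescent GDP-exchange assay: 100 nM EPAC1 with 250 nM Rap1B preloaded with BODIPY-GDP and 50 uM GDP; compounds tested as concentration series, 5 min at room temperature, then read every 5 min for 30 min (ex 480/em 540 nm); normalized to 6.5 mM cAMP.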
Abeta yeast res: qHTS for compounds that reverse cellular toxicity of Amyloid beta (A-beta) peptide in yeast: Primary Screen; yeast expressing A-beta42, growth rescue, OD600, 48 h; response scale: 0% DMSO, 100% iron-clioquinol control; Potency, µM (titrated, usually from 46.1 µM), for inactives: at the highest dose growth rescue, hits mostly activators; 410,000 tested, 0.063% active; AID 1347071, 2019; note: potency is the fitted concentration of half-maximal effect; nearly all actives have a fitted effect of over 55% in size
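Growth rescue measured by 600 nm absorbance after 48 h yeast culture at 30 C with compound. Values normalized between DMSO and an equimolar ferric chloride plus clioquinol control.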
PLK1 PBD block: qHTS for Inhibitors of PLK1-PDB (polo-like kinase 1 - polo-box domain): Primary Screen; 360,000 tested, 2.8% active; Plk1 PBD binding of FITC phosphopeptide, fluorescence polarization; Serine/threonine-protein kinase PLK1 (Homo sapiens), P53350; Potency, µM, inactives show max response, negative = inhibition, hits mostly inhibitors; note: potency is the fitted concentration of half-maximal effect; series mostly up to about 57 µM; % is set by controls: 0 for no effect and ±100 for the full control effect; nearly all actives have a fitted effect of over 65% in size
WRN helicase inh: qHTS for Inhibitors of WRN Helicase; Bifunctional 3'-5' exonuclease/ATP-dependent helicase WRN (Homo sapiens), Q14191; WRN helicase unwinding, fluorescent forked duplex, kinetic; Potency, µM (series often up to 114 µM), for the others: at the highest dose activity change, negative = inhibition, usual class: inhibitors; 360,000 tested, 0.46% active; AID 651768, 2012; note: potency is the fitted concentration of half-maximal effect; % is set by controls: 0 for no effect and ±100 for the full control effect; nearly all actives have a fitted effect of over 55% in size
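WRN at 20 nM final was preincubated with compound for 15 min at room temperature; reaction started with 100 nM forked duplex oligonucleotide carrying fluorophore and quencher plus 2 mM ATP (final). Unwinding followed kinetically by red fluorescence (ex 525/em 598 nm).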
EPAC1 antag: qHTS for Antagonist of cAMP-regulated guanine nucleotide exchange factor 3 (EPAC1): primary screen; Rap guanine nucleotide exchange factor 3 (Homo sapiens), O95398; EPAC1 GEF assay, Rap1b-BODIPY-GDP exchange fluorescence; Potency, µM (highest dose often 115 µM), for inactives: at the top dose activity change, negative = inhibition, most hits filed as inhibitors; 360,000 tested, 0.14% active;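 note: potency is the fitted concentration of half-maximal effect; plate controls were vehicle for no effect and positive control for full effect; nearly all actives have a fitted effect of over 50% in size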
IL-2 act: qHTS of IL-2 Activators | IL-2 activation reporter assay, cell-based qHTS; stimulated with anti-CD3/CD4/CD28 beads; in transgenic mouse T cells | AID 652025, 2013 | activation, % (series mostly up to about 46 µM) | 360,000 tested, 0.065% active; in the data active = activation above about 50%; inconclusive = mostly about 30% to 49%; note: 0% is about no effect
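EGFP and DsRed fluorescence is measured by plate cytometry in unstimulated transgenic mouse T cells exposed to compound for 60 minutes, then stimulated 18 hours at 37 degrees C with anti-CD3/anti-CD4 beads plus anti-CD28.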
FUS yeast rescue: qHTS for Suppressors of FUS Proteinopathy: Primary screen using FUS-linked yeast assay; AID 1347120, 2019; 390,000 tested, 0.24% active; S. cerevisiae FUS-expressing, growth rescue, OD600, 24 h; Potency, µM (doses to about 76.6 µM), without a hit: top-dose growth rescue (activation), usual class: activators;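 note: potency is the fitted concentration of half-maximal effect; plate controls were DMSO vehicle for no effect and reference control for full effect; nearly all actives have a fitted effect of over 55% in size; some results filed as inactive show a strong effect at the top dose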
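S. cerevisiae expressing FUS from galactose induction served as the toxicity model. Growth after 24hr at 30C, read as absorbance at 600 nm, indicates suppression of toxicity; compounds dosed at several concentrations.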
aSyn rescue: qHTS of alpha-syn Inhibitors; Yeast expressing alpha-synuclein, growth rescue, BacTiter-Glo, 24 h; Potency, µM (titrated, usually from 46.1 µM), inactives show top-dose growth rescue (activation), usual class: activators; 370,000 tested, 0.14% active; note: potency is the fitted concentration of half-maximal effect; % of control where 0% means no effect; nearly all actives have a fitted effect of over 65% in size
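Galactose-induced alpha-syn yeast (OD600=0.02, raffinose-pregrown) + pinned cpd, 24 hr, 30 deg C; growth by BacTiter-Glo luminescence. Growth restoration scores as activation.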
* marks the source's active call; other numbers are inactive results; ? = inconclusive; · = no result given; [ ] = remark or other dose. Unless noted, calls come from the whole dose curve; as a rule, active = well fitted curve in the direction sought with a large enough effect; inconclusive = small, poorly fitted or top-dose-only effect, or another doubt; inactive = no such curve, though single readings can be large; an effect the other way counts as inactive or inconclusive.

molecule	FUS yeast rescue	IL-2 act	EPAC1 antag	Abeta yeast res	PI5P4Ka inh	EPAC1 agonist	PLK1 PBD block	WRN helicase inh	aSyn rescue
Cc1cccc(OCC(=O)Nc2ccc3oc(=O)ccc3c2)c1C	7.2%	1.4	13.8%	6.0%	-9.4	2.9%	1.4%	12.2%	-0.1%
O=C(CCn1c(=O)oc2ccccc21)N1CCCCCC1	-3.3%	-1.5	0.0%	3.6%	-1.5	0.0%	0.2%	-2.1%	-0.6%
CS(=O)(=O)N(CC(=O)Nc1ccc(F)cc1F)c1cccc([N+](=O)[O-])c1	8.8%	-0.9	-5.8%	11.9%	1.2	7.2%	-4.1%	4.1%	5.0%
Cc1noc(C)c1CC(=O)NC1CC(C)(C)Cc2c1cnn2-c1ccccc1 (stereo unspecified)	·	1.7	16.4%	1.8%	-0.1	-9.4%	0.6%	-4.5%	5.7%
Fc1ccc(N2CCN(C(c3cccs3)c3nnnn3C3CCCC3)CC2)cc1 (stereo unspecified)	-3.1%	1.0	-10.1%	-22.9%	·	15.6%	-0.6%	-7.1%	5.5%
COCCNC(=O)C1CC(c2ccc(F)cc2)=NO1 (stereo unspecified)	?	0.2	-10.6%	0.9%	·	8.2%	-10.2%	0.3%	0.0%
CCC1=NN=C(c2ccc(F)cc2)C(c2c[nH]c3ccccc23)N1O (stereo unspecified)	-10.1%	-2.5	-6.5%	11.0%	-8.7	-5.1%	-21.1%	4.9%	4.8%
CCN1CCN(Cc2nc3c(c(=O)[nH]c(=O)n3C)n2Cc2ccccc2Cl)CC1	-3.2%	-1.0	-4.7%	-3.7%	-10.1	-6.3%	-0.7%	3.3%	0.9%
COc1ccc(NC(=O)N(C)C[C@H]2Oc3ccc(NS(=O)(=O)c4cccs4)cc3C(=O)N([C@H](C)CO)C[C@@H]2C)cc1	16.8%	-2.8	16.4%	-10.3%	3.9	-22.4%	-8.7%	-7.1%	-0.3%
COc1ccc(CNC(=O)CN2C(=O)NC(C)(c3ccc(C(C)(C)C)cc3)C2=O)cc1 (stereo unspecified)	34.0%	-4.0	-9.9%	0.0%	13.3	0.9%	-0.3%	-4.3%	-0.2%
CCOc1cc(C(=O)N(CC)CC(=O)Nc2c(F)cccc2F)ccc1OCC(=O)N1CCCCC1	5.4%	2.2	1.4%	-5.2%	-3.7	-7.6%	2.3%	-0.9%	4.7%
Cc1cccc(C)c1OCC(=O)OCC(=O)c1ccc2c(c1)NC(=O)CO2	30.7%	-2.6	-0.8%	-1.7%	1.5	10.4%	-7.0%	-4.2%	4.1%
NC(=O)[C@H](Cc1cc2ccccc2s1)NC(=O)[C@@H]1CC2(CC(c3cccc(NC(=O)[C@@H]4CCC(=O)N4)c3)=NO2)CN1C(=O)c1ccccc1 (stereo partly specified)	35.5µM*	-0.4	-3.7%	-15.2%	3.3	2.1%	0.7%	1.2%	3.3%
CCC/C(=N\NC(=O)c1cccc(C)c1)c1ccccc1	·	-0.2	-9.9%	16.6%	-2.8	-1.8%	-10.4%	-17.7%	-6.7%
O=c1c2ccccc2c(=O)n2n1Cc1ccccc1C2	7.7%	-2.4	11.4%	-2.8%	2.5	-8.6%	-2.8%	-1.5%	-9.5%
COc1ccc(S(=O)(=O)NC(C)c2ccc3c(c2)OCCO3)cc1 (stereo unspecified)	-6.9%	2.0	4.6%	13.7%	0.2	8.8%	0.9%	-0.1%	9.3%
c1ccc(CCNC2=NCCCS2)cc1	-1.9%	-0.1	9.4%	-0.7%	-0.6	-2.6%	-5.0%	9.5%	0.0%
CCOC(=O)C1CCCN(CC(=O)NC2=Nc3ccccc3N=C(C)C2c2ccccc2)C1 (stereo unspecified)	9.1%	-2.5	-1.2%	5.2%	9.4	2.3%	-1.7%	-12.2%	1.7%
O=C(CSc1nncn1-c1ccccc1)Nc1c(F)cccc1F	-1.0%	-3.2	13.2%	-16.9%	2.4	-1.8%	-4.0%	-10.5%	-7.2%
CCC(Cc1ccccc1)NC(=O)CN1C(=O)CSc2ncccc21 (stereo unspecified)	-19.6%	-0.2	4.3%	-6.2%	-8.6	-2.8%	-2.3%	8.1%	9.7%
O=C(C[C@H]1C/C=C\CC[C@H](Cc2ccc(F)cc2)C(=O)O[C@H](c2ccccc2)CNC1=O)N[C@H](CO)Cc1ccccc1	?	-1.0	-12.7%	12.6%	-2.2	-2.3%	-4.7%	-12.8%	4.0%
Clc1cccc(-c2nc3nc4ccccc4nc3n2Cc2ccco2)c1	39.0%	-1.2	-23.2%	-21.6%	-4.6	23.7%	-18.2%	-32.5%	18.5%
CCc1ccc(NC(=O)C(=O)N/N=C(\C)CC(=O)Nc2ccc(OC)cc2)cc1	-25.4%	-0.4	-18.3%	-11.1%	-1.8	3.0%	-5.0%	-0.6%	-1.7%
O=C1NC(Cc2ccc(O)cc2)c2nc3cc(Cl)ccc3c(=O)n2-c2cc(Cl)ccc21 (stereo unspecified)	31.3%	-0.4	-27.5%	-24.9%	-22.9	-10.3%	-13.6%	5.3%	6.9%
O=C(CN1CCN(S(=O)(=O)c2ccc(C(F)(F)F)cc2)CC1)N1CCNC1=O	0.6%	0.5	-28.3%	4.1%	-0.6	10.8%	-17.8%	10.3%	-8.3%
CCOc1c2ccc(C(=O)NCc3ccc(C)cc3)cc2nn1CCOC	-1.3%	0.3	0.9%	2.1%	5.4	-7.7%	-0.3%	-11.6%	-8.1%
S=C(c1ccc(-c2ccccc2Cl)o1)N1CCCCC1	7.6%	-0.3	-6.0%	-3.7%	0.9	12.2%	-25.8%	-4.7%	0.3%
[O-]/C(=C(\C(=S)NCc1ccccc1)[n+]1ccccc1)c1ccc(Cl)s1	-1.0%	-0.1	7.1%	10.7%	-17.5	5.4%	-20.1%	8.5%	-43.1%[inhibitor]
O=C(NCc1cn2ccccc2n1)c1ccco1	-12.5%	-2.5	9.1%	8.4%	0.4	-9.0%	-9.0%	2.0%	1.0%
CCCC[C@@H]1CNC(=S)N1CCc1cccc2ccccc12	34.6%	-3.7	-5.1%	?	7.4	5.4%	-16.9%	-4.9%	20.6%

A few values from the results shown.
In PI5P4Ka inh, CCOc1c2ccc(C(=O)NCc3ccc(C)cc3)cc2nn1CCOC has 5.4
In Abeta yeast res, COc1ccc(S(=O)(=O)NC(C)c2ccc3c(c2)OCCO3)cc1 (stereo unspecified) has 13.7%

Further compounds:
molecule	FUS yeast rescue	IL-2 act	EPAC1 antag	Abeta yeast res	PI5P4Ka inh	EPAC1 agonist	PLK1 PBD block	WRN helicase inh	aSyn rescue
COc1cc(/C=C(\C#N)c2nc3ccc(C)cc3[nH]2)c([N+](=O)[O-])cc1OC	29.1%	1.5	-18.5%	-11.2%	-24.8	-5.6%	-0.8%	7.8%[57.1 µM]	-0.5%
O=C(N/N=C/c1ccccn1)c1c[nH]c2ccccc12	6.4%	-0.1	-5.0%	14.9%	-8.5	5.8%	-9.3%	?	-14.0%
COC(=O)c1cc2c(-c3ccccc3)cc3ccccn3c-2c1C(=O)OC	13.0%	0.2	-7.4%	-10.5%	10.1	8.6%	-11.8%	?	6.0%
CCOC(=O)c1c(C)[nH]c(C(=O)NCC(c2ccco2)N2CCCCC2)c1C (stereo unspecified)	0.8%	0.5	23.2%	-11.6%	3.5	-5.5%	-4.3%	15.5%	5.8%[1.84 µM]
COC(=O)CN(c1ccc(C)cc1)S(=O)(=O)c1ccc2c(c1)n(C)c(=O)c(=O)n2C	13.9%	-2.8	3.9%	23.6%	-9.2	-5.0%	-1.5%	-1.8%	4.6%
COc1ccc(C2=NOC(Cn3nc(-c4ccccc4)cc3C(=O)NCc3ccc(C)cc3)C2)cc1 (stereo unspecified)	12.7%	0.0	-12.1%	3.0%	3.6	-11.3%	-2.8%	-1.5%	4.1%
CC(C)CNC(=O)COC(=O)c1cc(S(=O)(=O)N2CCCCC2)ccc1N1CCOCC1	9.7%	-0.2	-10.1%	-0.9%	-3.5	-1.9%	-2.6%	-9.7%	-4.8%
CSCCC(NC(=O)C1CCC(C)CC1)C(=O)NCCN1CCC(C)CC1 (stereo unspecified)	12.2%	0.7	12.5%	-2.0%	-4.4	-3.1%	-0.8%	1.0%	-4.3%
Cc1c(C=Nc2ccc(S(=O)(=O)CCO)cc2)c(O)[nH]c(=O)c1C#N	28.9%	0.3	7.0%	12.1%	-77.7*	4.4%	-8.1%	-3.3%	-1.9%
COc1cc([N+](=O)[O-])ccc1N1C(=O)C2C3C=CC(C4CC34)C2C1=O (stereo unspecified)	18.7%	2.3	10.2%	-13.6%	3.6	13.3%	-22.5%	-4.3%	-5.4%
O=C(NCCCN1CCCCC1)C1CCC(CNS(=O)(=O)c2cccc3nsnc23)CC1 (stereo unspecified)	-1.7%	-2.2	-8.0%	3.8%	-0.8	-3.1%	-26.0%	10.4%	2.2%
Nc1cc(N)nc(SCC(=O)Nc2ccc3c(c2)OCCCO3)n1	12.0%	2.0	-15.9%	6.1%	·	-0.1%	-8.5%	-10.0%	-2.5%
Cc1cccc2c3c([nH]c12)CCN(C)C3	-16.8%	1.3	-23.1%	-13.9%	-0.7	9.5%	-5.0%	-9.8%	7.1%
